S100A4 inh HTS – S100A4-myosin IIA interaction inhibition. P26447. inhibition, % at 10.7 µM. 360,000 tested, 0.14% active. S100A4/TAMRA-MyoIIA peptide fluorescence polarization. AID 652163;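 active means mean inhibition of at least 70% across replicates, with every replicate also reaching that level; inconclusive means mean inhibition reaches 70% but some replicates fall short; inactive means mean inhibition below 70%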
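assay system = human S100A4 monomer with TAMRA-labelled myosin IIA peptide | also added = labelled myosin peptide probe, 5 nM | incubation = 5 min between mix addition and reading | control set = DMSO and TFP controls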
ERp5 inh – ERp5 (human) disulfide isomerase inhibition; inhibition, % at 9.99 µM; ERp5 insulin aggregation, absorbance 650 nm, 90 min; 350,000 tested, 0.05% active;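 active means mean replicate inhibition above about 25%, with every replicate also reaching it, limit read from the data, passing the limit was not always enough; inconclusive means only one of those two criteria met; inactive means neither criterion met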
Target sequence (Q15084 whole entry, looked up): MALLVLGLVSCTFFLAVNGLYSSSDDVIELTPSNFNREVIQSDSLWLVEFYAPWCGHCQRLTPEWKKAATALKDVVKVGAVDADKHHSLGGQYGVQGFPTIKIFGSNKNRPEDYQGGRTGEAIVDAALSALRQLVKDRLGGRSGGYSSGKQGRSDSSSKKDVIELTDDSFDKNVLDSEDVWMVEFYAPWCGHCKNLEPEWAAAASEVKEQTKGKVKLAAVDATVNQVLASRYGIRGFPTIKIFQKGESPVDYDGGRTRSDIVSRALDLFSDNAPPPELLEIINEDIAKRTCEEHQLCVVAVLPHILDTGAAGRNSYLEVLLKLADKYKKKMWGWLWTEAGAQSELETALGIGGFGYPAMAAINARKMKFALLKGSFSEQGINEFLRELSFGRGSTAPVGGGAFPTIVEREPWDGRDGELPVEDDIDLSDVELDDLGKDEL
Xi reactivation – activators of X-chromosome reactivation in mouse fibroblasts; activation, % at 7.58 µM; 360,000 tested, 0.055% active; XiGFP mouse fibroblasts, % GFP-positive cells imaging, 3 d; cells co-treated with 5-aza-dC sensitizer; scaled so ellipticine positive control = 100%;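 active means mean normalized replicate activation at least 10% and every replicate at or above 10%; inconclusive means only one of the two criteria met; inactive means mean below 10% and not all replicates reach 10%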;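 further: 0% = median of on-plate neutral control wells and 100% = ellipticine 6 µM median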
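System: 68-5-11 XiGFP fibroblast line | Buffer or medium: DMEM containing 5-aza-dC | Compound: Single point | Times: Compounds 3 days, fix/stain 15 min at room temperature | Benchmarks: Positive control ellipticine, 6 µM final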
RAD54 inh – blocks human RAD54 Holliday junction branch migration; 360,000 tested, 0.14% active; inhibition, % at 10.4 µM; FAM/BHQ fluorescence;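 active means mean normalized replicate activity at least 40 and at least half of replicates scoring 40 or more; inconclusive means only one of the two criteria met; inactive means mean below 40 and under half of replicates reaching 40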;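 further: 0% = median of neutral control wells and 100% = median of positive control wells; inhibitors cause a drop in the FAM fluorescence signal; in these data hits start at about 50%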
E-selectin induc – induces E-selectin expression in human endothelial cells | activation, % at 7.58 µM | AID 686992 | HUVEC E-selectin immunofluorescence imaging; normalized: neutral wells 0, TNF-alpha wells 100 | 260,000 tested, 0.37% active | P16581;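 active means mean E-selectin-positive cell signal at least 10% of the positive control, reached in at least 60% of replicates, without over 20% cell loss; inconclusive means no rule given, readout overlaps actives, possibly toxicity-flagged; inactive means the rest, including those meeting only one limit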;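 further: in these data hits start at about 27%; measured in HUVEC primary endothelial cells; signal is the percent of cells scored E-selectin positive by PE staining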
Target sequence (P16581 whole entry, looked up): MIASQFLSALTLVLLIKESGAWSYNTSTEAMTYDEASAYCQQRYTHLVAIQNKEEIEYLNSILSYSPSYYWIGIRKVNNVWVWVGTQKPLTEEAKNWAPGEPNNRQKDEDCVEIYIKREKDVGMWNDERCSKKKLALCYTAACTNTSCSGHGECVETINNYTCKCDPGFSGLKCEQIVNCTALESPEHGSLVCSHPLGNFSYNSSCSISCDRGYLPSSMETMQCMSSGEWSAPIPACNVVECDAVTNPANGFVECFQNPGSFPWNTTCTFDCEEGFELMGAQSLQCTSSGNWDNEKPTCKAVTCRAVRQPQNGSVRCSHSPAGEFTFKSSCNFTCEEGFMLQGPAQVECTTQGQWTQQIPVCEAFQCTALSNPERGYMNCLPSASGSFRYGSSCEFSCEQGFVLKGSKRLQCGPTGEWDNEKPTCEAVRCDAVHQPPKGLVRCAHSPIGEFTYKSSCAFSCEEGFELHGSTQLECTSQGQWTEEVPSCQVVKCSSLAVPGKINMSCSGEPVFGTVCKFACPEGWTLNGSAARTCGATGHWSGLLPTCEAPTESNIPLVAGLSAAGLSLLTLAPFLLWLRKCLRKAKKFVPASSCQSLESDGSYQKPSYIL
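Assay system: HUVEC primary endothelial cells. Input: 3,000 HUVEC seeded per well. Doses: one compound dose added by pin transfer. Read-out basis: % PE-positive cells. Benchmarks: TNF-alpha high, DMSO low. Detection: immunofluorescence imaging. Buffer or medium: EGM-2, gelatin.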
esBAF inh – inhibitors of esBAF chromatin remodeling in mouse ES cells | Bmi1-luciferase knock-in reporter, 24 h; 100% = twice the neutral-well signal | reporter increase, % at 12.5 µM | 350,000 tested, 2% active | AID 602393; in the data active means activation above about 40%; inconclusive means no clear call, values can overlap the other calls;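 further: 0% = median of the plate's neutral control wells and 100% = double that signal; a rise in the Bmi1 reporter signal indicates esBAF inhibition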
ERAP1 HTS inh – blocks human ERAP1 aminopeptidase activity | AID 652197 | inhibition, % at 10.7 µM | Q9NZ08 | recombinant ERAP1, Leu-AMC fluorescence, 60 min | 340,000 tested, 0.15% active;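 active means mean replicate inhibition of at least 30%, or all replicates individually reaching that 30% level; inactive means mean below 30% and not every replicate reaching it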;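 further: 0% = neutral control wells and 100% = L-leucinethiol positive control wells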
RAD52 anneal inh – RAD52 (human) annealing inhibition; AID 651710; recombinant RAD52 DNA annealing, FRET fluorescence; inhibition, % at 18.7 µM; 360,000 tested, 0.46% active; P43351;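 active means every replicate showing at least 50% inhibition; inconclusive means mean inhibition at least 50% but not in every replicate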
* hit, by the source's call; ? = inconclusive; / = no result given; & = joins results of further samples. The order is random. Share with any hit: about 2.5%.

Results follow in this order: S100A4 inh HTS	ERp5 inh	Xi reactivation	RAD54 inh	E-selectin induc	esBAF inh	ERAP1 HTS inh	RAD52 anneal inh
1: C[C@H](CO)N1C[C@H](C)[C@H](CN(C)S(=O)(=O)c2ccccc2F)Oc2cc(C#Cc3ccccc3)ccc2S1(=O)=O
→ -2	4	-0.6	-8	0.0	1	-3	-22
2: CN(C)CC(=O)N1[C@@H](C#N)[C@@H](c2ccc(-c3ccccc3F)cc2)[C@@H]1CO
→ 7	-8	0.2	8	-0.3	-2	-3	-31
3: CC[C@@]1(O)C(=O)OCc2c1cc1n(c2=O)Cc2cc3c(N)cccc3nc2-1
→ 6	0	1.6	1	-0.3	-74	0	-36
4: CC1(C)NC(=O)N(CC(=O)N2CCCC(C(F)(F)F)C2)C1=O (configuration not stated)
→ 27	5	0.0	/	0.0	-5	6	-2
5: CN(c1ccc(C(=O)Nc2ccc3c(c2)OCCO3)cc1)S(C)(=O)=O
→ -2	-1	/	7	/	?	0	-10
6: C[C@H](CO)N1C[C@H](C)[C@@H](CN(C)Cc2ccc(Cl)c(Cl)c2)OCc2cnnn2CCCC1=O
→ -5&4	-8&0	0.2&-0.2	-3&2	0.5	1&3&3	-2&1	-23&7
7: O=C(NNS(=O)(=O)c1ccccc1Cl)c1nn(-c2ccc(F)cc2)ccc1=O
→ -2	-6	0.1	-1	0.1	1	/	-23
8: Cc1ccc(N(C(C)C(=O)N2CCC(C)CC2)S(C)(=O)=O)cc1C (configuration not stated)
→ 0	-3	/	4	/	2	2	0
9: CSc1ccccc1OCc1cc(C(=O)N(C)Cc2ccc(C)o2)no1
→ -3	0	0.6	-6	/	75*	1	-14
10: C#CCOCCOCCOCCNc1nc(N2CCN(C(=O)CCCCCCCCCCNC(=O)[C@@H](CCSC)n3cc(CCO)nn3)CC2)nc(N2CCN(C(=O)CCCCCCCCCCNC(=O)[C@H](CCSC)n3cc(CCO)nn3)CC2)n1
→ 32	9	0.0	-5	0.0	6	3	12
11: C[C@H]1CN([C@@H](C)CO)C(=O)Cc2cc(NC(=O)Nc3cccc4ccccc34)ccc2O[C@H]1CN(C)C(=O)Nc1ccccc1
→ 0	0	0.1	3	-0.1	-2	1	34
12: Nc1nc(Cl)nc2ncn(Cc3ccccc3)c12
→ 0	-4	0.0	-4	0.0	-9	2	-21
13: N#C[C@@H]1[C@@H](c2ccc(C#Cc3ccc(F)cc3)cc2)[C@H](CO)N1C(=O)C1CCCC1
→ -24	1	-0.1	-9	-0.1	10	1	-44
14: NC(=O)CCn1ccc2ccccc21
→ -11	1	0.0	-11	2.2	-2	1	-10
15: COCCn1c(SCC(=O)NC2CCCC2)nc2cccnc21
→ 21	?	-0.1	/	/	/	1	-7
16: Cc1cc(SCC(=O)c2ccc(O)c(O)c2)nc2ccccc12
→ -8	4	1.2	/	-0.7	/	1	-45
17: CCN(C(=O)CSc1cc(C)c2ccccc2n1)C1CCS(=O)(=O)C1 (configuration not stated)
→ 1	-3	0.1	/	/	/	-1	-6
18: C[C@@H]1CN([C@H](C)CO)C(=O)Cc2cc(NC(=O)Nc3ccc(C(F)(F)F)cc3)ccc2O[C@H]1CN(C)C(=O)Nc1ccccc1
→ -4	-5	-1.3	0	-0.1	-2	-1	-24
19: CC(C)(C)C(=O)NC(=S)Nc1ccc(F)cc1
→ 0	-2	0.0	/	-1.3	31	-4	-9
20: CC(C)C(=O)Nc1ccc2c(c1)C(=O)N(C)[C@H]1CC[C@H](CC(=O)NCc3cccc(F)c3)O[C@H]1CO2
→ /	/	0.2	-6	0.0	0	/	/
21: CCCc1ccc(-c2cc(C(=O)NC3=NCCS3)c3ccccc3n2)cc1
→ -12	-6	0.7	/	12	/	-5	-8
22: CN1C(=O)N(C)N(Cc2ccccc2)C(=O)N1Cc1ccccc1
→ -1	3	0.1	/	0.1	/	-1	-6
23: CC(=O)N1[C@@H](CO)[C@H](c2ccccc2)C12CN(C(=O)Nc1ccccc1F)C2
→ 1	-3	0.0	/	-0.3	/	-3	-3
24: CC(C)[C@H](NS(=O)(=O)c1ccccc1F)C(=O)OCC(=O)Nc1cccc(S(N)(=O)=O)c1
→ -2	-6	-0.1	-9	0.0	/	1	-7
25: CCN1C(=O)c2ccccc2S(=O)(=O)c2ccc(C(=O)NC(C)C)cc21
→ -5	5	0.2	-7	5.8	-11	-1	-1
26: Cc1cc(N2C(=O)C(O)=C(C(=O)c3cc4ccccc4o3)C2c2ccc(OC(C)C)cc2)no1 (configuration not stated)
→ -9	2	0.0	-2	/	18	0	-4
27: O=C(NCC[C@H]1CC[C@@H](NC(=O)c2ccccc2F)[C@H](CO)O1)c1ccc2c(c1)OCO2
→ 8	-2	0.1	1	-0.1	4	-1	-12
28: COc1ccc(C(=Cc2cc(OC)c(OC)cc2[N+](=O)[O-])C(=O)O)cc1
→ 2	-12	0.1	3	0.2	-5	0	-11
29: CCOc1ccccc1C(C(=O)NC1CCCC1)N(C(=O)c1csnn1)C1CC1 (configuration not stated)
→ -1	1	-0.1	-2	/	0	-2	-1
30: Cc1cc(C(=O)N2CCCC(C(=O)c3cccc4ccccc34)C2)nc(C)n1 (configuration not stated)
→ 3	0	0.0	/	/	6	0	2
31: CCc1nn2c(N)c(/C=C3\C=Nc4ccccc43)c(=O)nc2s1
→ 6	2	0.1&0.8	-1&-13	10	9	/	-111
32: COc1ccc(CN2C[C@H](C)[C@H](OC)CN(C)C(=O)c3cc(NC(=O)c4nc5ccccc5s4)ccc3OC[C@@H]2C)cc1
→ -7	-8	-0.1	12	0.0	-2	0	40
33: O=c1[nH]c2cccnc2n1-c1cccc([N+](=O)[O-])c1
→ 2	1	0.1	/	0.0	/	2	4
34: COc1ccc(CNc2nc(C)c([N+](=O)[O-])c(C)c2C#N)cc1
→ -4	3	-0.1	/	-0.1	/	0	1
35: Cc1cccc(-c2ccc([C@H]3[C@H]4CN(S(=O)(=O)c5cn(C)cn5)CCCCN4[C@H]3CO)cc2)c1
→ 7	4	0.3	3	-0.1	/	2	-2
36: Cc1oc2cc3oc(=O)c(CCC(=O)NCCCN4CCCC4=O)c(C)c3cc2c1C
→ -2	-7	/	2	/	27	19	3
37: Cc1noc(C)c1NC(=O)Nc1cccc2c1O[C@@H](CN(C)CC1CC1)[C@H](C)CN([C@H](C)CO)C2=O
→ 12	9	0.0	-1	-0.1	0	-1	-3
38: O=C(NC1CCCC1)c1ccc(Cn2c(=O)[nH]c3ccsc3c2=O)cc1
→ -3	1	0.1	/	-1.7	/	/	-11
39: C[C@@H]1CCCCO[C@H](CN(C)Cc2ccncc2)[C@H](C)CN([C@H](C)CO)C(=O)c2cc(NC(=O)c3ccccc3)ccc2O1
→ 10	-1	0.0	3	-0.1	-1	2	7
40: O=Cc1c(NCc2ccccc2)c2ccccc2[nH]c1=O
→ -2	1	0.0	-8	/	-1	0	-8
41: CN1C(=O)c2cc(NC(=O)C3CCOCC3)ccc2OC[C@@H]2O[C@@H](CC(=O)NCc3ccccc3F)CC[C@H]21
→ 12	0	0.0	-3	0.0	7	0	-5
42: CC(C)CCN(C(=O)c1csnn1)C(C(=O)NC1CCCC1)c1ccccc1 (configuration not stated)
→ 1	10	0.4	-8	/	4	-1	-8
43: Cc1cccc(S(=O)(=O)NC(=O)C2(C)CCN2C(=O)C2(c3ccc(Cl)cc3)CC2)c1 (configuration not stated)
→ -1	4	0.1	-5	-0.1	8	0	-5
44: C[C@H](CO)N1C[C@H](C)[C@H](CN(C)C(=O)c2cccc(F)c2)Oc2cc(C#CC3CC3)ccc2S1(=O)=O
→ -13	-3	-1.0	1	-0.1	0	-2	14
45: COc1ccc(S(=O)(=O)Nc2ccc3c(c2)CC(=O)N([C@@H](C)CO)C[C@H](C)[C@H](CN(C)C(=O)Nc2ccc(C(F)(F)F)cc2)O3)cc1
→ 8	-4	0.0	3	-2.6	2	2	5
46: Cc1noc(C)c1S(=O)(=O)Nc1ccc2c(c1)C(=O)N([C@@H](C)CO)C[C@@H](C)[C@H](CN(C)C(=O)NC1CCCCC1)O2
→ -1	9	0.0	2	0.3	6	2	1
47: CCCNC(=O)COC(=O)/C=C/c1cccc(F)c1
→ 1	-3	0.2	/	/	/	1	10
48: CC(=O)c1ccccc1NC(=O)COC(=O)/C=C/c1cccs1
→ -4	-3	0.8	7	/	-2	2	-6
49: O=C(Nc1ccc(F)cc1)C(c1cc2ccccc2o1)N1CCN(c2ccncc2)CC1 (configuration not stated)
→ 2	-2	0.0	/	-0.2	/	-4	24
50: C[C@@H]1CCCCO[C@@H](CN(C)Cc2ccc3c(c2)OCO3)[C@H](C)CN([C@H](C)CO)C(=O)c2cc(NC(=O)Nc3cccc4ccccc34)ccc2O1
→ /	/	0.0	16	0.4	-4	/	/
51: O=C(CN1C(=O)c2ccccc2S1(=O)=O)c1ccc2c(c1)OCCO2
→ 1	-4	0.0	-3	/	/	-1	-1
52: CCc1ccc(C(=O)COC(=O)CNC(=O)COc2ccccc2)cc1
→ 23	-5	0.0	-4	/	/	6	6
53: O=c1[nH]cnc2sc(-c3ccccc3)cc12
→ -1	-3	/	-10	/	49*	-2	13

2 entries picked at random from those above, as already listed:
Results follow in this order: S100A4 inh HTS	ERp5 inh	Xi reactivation	RAD54 inh	E-selectin induc	esBAF inh	ERAP1 HTS inh	RAD52 anneal inh
15: COCCn1c(SCC(=O)NC2CCCC2)nc2cccnc21
→ 21	?	-0.1	/	/	/	1	-7
34: COc1ccc(CNc2nc(C)c([N+](=O)[O-])c(C)c2C#N)cc1
→ -4	3	-0.1	/	-0.1	/	0	1

Entries from the list above containing a thiophene ring, fused or not, in the order listed:
Results follow in this order: S100A4 inh HTS	ERp5 inh	Xi reactivation	RAD54 inh	E-selectin induc	esBAF inh	ERAP1 HTS inh	RAD52 anneal inh
38: O=C(NC1CCCC1)c1ccc(Cn2c(=O)[nH]c3ccsc3c2=O)cc1
→ -3	1	0.1	/	-1.7	/	/	-11
48: CC(=O)c1ccccc1NC(=O)COC(=O)/C=C/c1cccs1
→ -4	-3	0.8	7	/	-2	2	-6
53: O=c1[nH]cnc2sc(-c3ccccc3)cc12
→ -1	-3	/	-10	/	49*	-2	13
